LYPLA1 inh = counter-screen for PME1 inhibitors: inhibitors of human LYPLA1; O75608; recombinant LYPLA1, FP-Rh probe fluorescence polarization; inhibition, % at 5.9 µM; 320,000 tested, 0.16% active; AID 2174;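 active means inhibition above the mean of all tested compounds plus 3 SD, set per campaign, cut at about 14% in these data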;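 further: inhibitors block serine hydrolase probe labeling of LYPLA1 so polarization falls; 0% = enzyme with DMSO and 100% = wells lacking LYPLA1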
Target sequence (O75608 whole entry, looked up): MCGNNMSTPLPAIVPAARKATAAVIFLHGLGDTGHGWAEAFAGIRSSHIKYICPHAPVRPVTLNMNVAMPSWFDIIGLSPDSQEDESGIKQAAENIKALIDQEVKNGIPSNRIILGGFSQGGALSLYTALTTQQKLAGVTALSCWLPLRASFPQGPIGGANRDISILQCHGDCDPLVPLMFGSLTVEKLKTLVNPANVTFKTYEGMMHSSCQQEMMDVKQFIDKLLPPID
PME-1 inh = blocks human protein phosphatase methylesterase 1 | Q9Y570 | recombinant PME-1, FP-Rh probe fluorescence polarization | inhibition, % at 5.9 µM | 320,000 tested, 0.53% active | AID 2130;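 active means inhibition above the campaign mean of all compounds plus 3 SD, cut at about 26% in these data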;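 further: competitive labeling of PME-1 active site by serine hydrolase directed probe; 0% = PME-1 with DMSO and 100% = wells lacking PME-1 enzyme; inhibitors block probe labeling so polarization falls and inhibition rises; many of its hits are not listed in these tables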
Target sequence (Q9Y570 whole entry, looked up): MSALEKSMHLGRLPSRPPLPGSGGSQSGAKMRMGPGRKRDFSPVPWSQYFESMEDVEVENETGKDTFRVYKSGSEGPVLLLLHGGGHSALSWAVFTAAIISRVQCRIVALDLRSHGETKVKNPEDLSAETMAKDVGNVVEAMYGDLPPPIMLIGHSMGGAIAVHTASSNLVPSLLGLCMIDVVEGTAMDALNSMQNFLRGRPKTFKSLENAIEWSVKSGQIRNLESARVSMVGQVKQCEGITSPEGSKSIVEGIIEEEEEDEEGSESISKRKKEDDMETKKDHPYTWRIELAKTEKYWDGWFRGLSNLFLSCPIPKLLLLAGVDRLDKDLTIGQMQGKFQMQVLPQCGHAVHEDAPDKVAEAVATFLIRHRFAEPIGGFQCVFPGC
pPAFAH inh = pPAFAH (human) enzyme inhibition. Q13093. recombinant pPAFAH, FP-rhodamine probe fluorescence polarization. inhibition, % at 3.39 µM. 330,000 tested, 1.5% active;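 active means inhibition above the mean inhibition across the screen plus 3 SD, cut at about 25% in these data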;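 further: inhibitors block binding of the rhodamine activity-based probe so polarization drops; 0% = enzyme with DMSO and 100% = wells lacking pPAFAH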
PAD4 FP inh = inhibitors of human PAD4. AID 485272. Q9UM07. 330,000 tested, 0.41% active. recombinant PAD4, RCA probe fluorescence polarization. inhibition, % at 6.36 µM;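 active means percent inhibition above a cutoff equal to the mean of all tested compounds plus 3 SD, cut at about 15% in these data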;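 further: 0% = PAD4 with RCA probe and DMSO and 100% = probe without PAD4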
LYPLA2 inh = blocks human lysophospholipase 2, a PME1 counter-screen; O95372; recombinant LYPLA2, FP-Rh probe fluorescence polarization; inhibition, % at 5.9 µM; 320,000 tested, 0.38% active; AID 2177;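 active means inhibition above the screen-wide mean plus 3 SD, limit set per campaign, cut at about 26% in these data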;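 further: 0% = LYPLA2 with DMSO and 100% = wells lacking LYPLA2 enzyme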
Target sequence (O95372 whole entry, looked up): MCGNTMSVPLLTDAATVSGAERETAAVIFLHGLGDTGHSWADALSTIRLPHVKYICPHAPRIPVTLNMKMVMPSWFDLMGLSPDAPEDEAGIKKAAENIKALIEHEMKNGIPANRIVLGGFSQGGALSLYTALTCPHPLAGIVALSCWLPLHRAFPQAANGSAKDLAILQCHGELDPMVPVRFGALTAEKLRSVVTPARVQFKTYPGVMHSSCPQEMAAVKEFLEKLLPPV
GSTO1 counter = blocks human GSTO1 in RBBP9 counter-screen | P78417 | recombinant GSTO1, activity-based probe fluorescence polarization | inhibition, % at 5.96 µM | 300,000 tested, 1.1% active;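 active means inhibition above the campaign mean inhibition plus 3 SD, cut at about 35% in these data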;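 further: 0% = GSTO1-1 with DMSO and 100% = wells lacking GSTO1-1 enzyme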
Target sequence (P78417 whole entry, looked up): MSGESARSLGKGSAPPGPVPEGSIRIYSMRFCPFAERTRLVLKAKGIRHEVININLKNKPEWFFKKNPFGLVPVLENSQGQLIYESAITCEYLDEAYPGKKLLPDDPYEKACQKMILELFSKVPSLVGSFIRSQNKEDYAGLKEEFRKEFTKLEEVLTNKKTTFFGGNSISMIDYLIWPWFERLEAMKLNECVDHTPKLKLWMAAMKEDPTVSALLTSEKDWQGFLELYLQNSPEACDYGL
PAFAH1B2 inh = inhibitors of human PAFAH1B2; P68402; 340,000 tested, 1.2% active; recombinant PAFAH1B2, FP-rhodamine activity probe, fluorescence polarization; AID 492953; inhibition, % at 3.39 µM;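 active means inhibition above the mean of all tested compounds plus 3 SD, cut at about 24% in these data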;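 further: 0% = enzyme with DMSO and 100% = wells lacking PAFAH1B2; many of its hits are not listed in these tables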
PAFAH1B3 FP inh = PAFAH1B3 (human) inhibition. Q15102. recombinant PAFAH1B3, FP-rhodamine probe, fluorescence polarization. inhibition, % at 3.39 µM. 340,000 tested, 0.28% active;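 active means inhibition above the screen-wide average of all tested compounds plus 3 SD, cut at about 25% in these data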;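 further: 0% = enzyme with DMSO only and 100% = wells lacking PAFAH1B3 protein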
PREPL inhibitor = inhibitors of human prolyl oligopeptidase-like enzyme PREPL; Q4J6C6; recombinant PREPL, fluorescence polarization activity-based probe; inhibition, % at 5.96 µM; 320,000 tested, 0.68% active; AID 2751; in the data active means inhibition above about 43%;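 further: 0% = enzyme with DMSO and 100% = wells lacking enzyme; many of its hits are not listed in these tables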
The depositor's hits bear a star; . = no result given. An excerpt. The share of hits here may be higher or lower than overall.

Order of results: pPAFAH inh	LYPLA2 inh	PAFAH1B3 FP inh	PAD4 FP inh	PME-1 inh	GSTO1 counter	LYPLA1 inh	PREPL inhibitor	PAFAH1B2 inh
1. CCCCn1c(SCC(=O)c2ccc(OC)c(OC)c2)nc2cc(S(N)(=O)=O)ccc21
    2	-3	-8	0	-4	-7	-6	-16	3
2. Cc1ccc(NC(=O)c2cc(-c3ccc(C)o3)nc3ccccc23)nc1
    15	2	2	4	-2	6	0	2	2
3. Fc1ccc2nc(Nc3nc4c(F)cccc4s3)sc2c1
    9	-6	15	-3	20	-5	-15	15	-1
4. O=C(/C=C/c1ccccc1Cl)Nc1cccc(S(=O)(=O)NC2=NCCCCC2)c1
    -9	-30	7	-1	-24	-31	-31	38	-2
5. O=C1CN(C(=O)COC(=O)CNC(=O)c2ccc(Cl)cc2)c2ccccc2N1
    -1	1	6	-1	-4	8	0	-1	-3
6. CC(C)c1ccc(CNc2cc(N3CCCC3)ccc2[N+](=O)[O-])cc1
    6	-3	-4	-4	-9	6	-3	4	1
7. O=[N+]([O-])/C=C1\CCCCCN1
    -1	-6	-2	-2	1	-5	1	5	6
8. COc1cc(NC(=O)CCCc2c[nH]c3ccccc23)cc(OC)c1
    11	4	-4	-2	4	-5	3	11	6
9. O=C(CCCCCn1c(=S)[nH]c2cc3c(cc2c1=O)OCO3)N1CCN(c2ccccc2)CC1
    1	-2	1	3	-6	12	-1	-17	2
10. Cc1ccc(S(=O)(=O)N2CCC(C(=O)NCCC3=CCCCC3)CC2)c(C)c1
    3	6	-5	0	21	-11	0	10	2
11. CC(C)n1c2ccccc2c2nc3ccccc3nc21
    0	1	10	0	-1	3	-2	-6	2
12. COc1ccccc1NC(=O)Nc1ccccc1C(=O)NCCCN1CCOCC1
    2	1	2	-1	-3	1	0	5	3
13. Cc1ccc(N2CC(NS(=O)(=O)c3cccs3)CC2=O)cc1 (configuration not stated)
    4	-3	7	-5	3	-5	-3	3	5
14. O=C(Nc1ccc(-c2nc3ncccc3o2)cc1)c1ccco1
    -2	0	3	-7	-4	-10	-5	-6	-7
15. S=c1[nH]nc(-c2cccnc2)n1/N=C/c1ccc(Br)s1
    10	2	7	4	4	11	4	6	11
16. c1ccc2[nH]c(Cn3nnc4ccccc43)nc2c1
    5	0	12	-6	-2	-4	2	0	3
17. Cc1ccc(CN2CCN(Cc3cccc(C)n3)CC2CCO)cc1 (configuration not stated)
    -1	0	6	2	1	2	2	18	-1
18. CC(=O)Nc1ccc(S(=O)(=O)NC(CC(=O)NC2CCCCC2C)C(C)C)cc1 (configuration not stated)
    7	-3	.	-5	4	10	-1	7	.
19. Cc1cc(C)cc(C(=O)NCC(=O)N(C)CCOc2ccccc2)c1
    4	1	2	-11	5	.	0	0	1
20. Cc1c(C(=O)Nc2ccccc2F)sc2nc3n(c(=O)c12)CCC3
    0	3	3	0	2	-1	-1	0	2
21. O=C(c1ccccc1)c1ccc2c(c1)OCCOCCOCCO2
    4	5	14	3	-5	4	0	12	5
22. COc1ccc(/C(C)=C(\C#N)C(=O)OC(C)C)cc1OC
    1	2	4	-1	2	2	-2	-2	4
23. Cc1ccc(-c2nnc(COC(=O)c3ccco3)o2)cc1
    2	5	3	3	3	17	3	12	9
24. CCOC(=O)C1CCN(C(=O)Cn2cc3c(n2)CCC(C)C3)CC1 (configuration not stated)
    -9	-5	4	-3	-3	3	0	-7	1
25. Cc1ccc(N(CC(=O)Nc2c(C)n(C)n(-c3ccccc3)c2=O)S(C)(=O)=O)c(C)c1
    4	3	4	-5	4	10	0	2	1
26. COc1ccccc1-c1cc(C(=O)N/N=C\c2cnn(C)c2C)c2ccccc2n1
    -5	-1	5	3	1	2	0	15	4
27. O=C(NCCCn1ccnc1)c1ccc2ccccc2c1
    0	-2	8	-4	-3	0	-1	0	-6
28. O=C(Cn1cnc2c(nnn2-c2ccccc2)c1=O)NCCc1ccccc1
    6	8	3	0	2	24	2	-2	0
29. O=C(c1c(F)cccc1F)N(Cc1ccccn1)C1CCCC1
    0	-5	-1	4	2	-4	-2	8	3
30. COc1ccc(N2C(=O)CN=C2Nc2nc(C)cc(C)n2)cc1
    -1	1	9	2	1	0	1	6	-4
31. CNC(=S)NNC(=O)c1cccc(C(F)(F)F)c1
    3	3	-5	-6	2	14	0	1	4
32. CCOc1ccc2nc(SCC(=O)NCc3ccco3)sc2c1
    6	2	-3	4	5	-8	-2	-2	0
33. CCOC(=O)N1CCN(C2=C(NS(=O)(=O)c3ccc(C)cc3)C(=O)c3ccccc3C2=O)CC1
    11	8	20	-14	11	30	4	7	13
34. Nc1c(Cl)cnn(-c2ccccc2)c1=O
    2	-5	.	-2	2	8	-1	0	.
35. Cc1ccc2c(c1)S/C(=C\c1cccc[n+]1C)N2CCO
    5	5	9	-2	-3	1	2	16	4
36. Cc1ccc(OCC(=O)N2CCC(N3CC(C)CC(C)C3)CC2)cc1 (configuration not stated)
    -4	6	1	3	4	2	-1	27	4
37. O=C(c1cc2cc(Br)ccc2s1)N1CCOCC1
    4	2	10	-1	3	2	-1	-2	-1
38. O=C(N/N=C/c1cccnc1)c1ccc(NC(=O)c2cccc(Cl)c2)cc1
    0	-7	-3	9	-14	-1	-8	-12	-3
39. CC(C)c1ccc(NC(=O)Cn2cccc2C2=NC(c3ccccc3)CO2)cc1 (configuration not stated)
    -4	-9	-2	-9	-5	-3	-2	-16	4
40. O=C(COC(=O)/C=C/c1cccc(Br)c1)NCCC1=CCCCC1
    3	3	-2	3	-5	-2	-2	-4	-4
41. Cc1cnc(C(=O)OCC(=O)NC2CCCCCCC2)cn1
    -4	2	4	0	-7	9	0	6	1
42. O=C(Nc1nnc(-c2ccccn2)o1)c1cccc(Cl)c1
    -8	3	6	-7	-6	-19	-2	10	-3
43. CC1CCN(CCCNC(=O)CN2CCN(Cc3ccc(Cl)cc3)C2=O)CC1
    -3	0	1	-2	4	9	-1	10	-3
44. O=C(c1ccc(F)cc1)N1CCN(C2=NS(=O)(=O)c3ccccc32)CC1
    6	-5	10	0	0	0	-5	2	4
45. O=C(c1ccc(CS(=O)Cc2cccc(Cl)c2)o1)N1CCN(C2CCCCC2)CC1 (configuration not stated)
    7	-6	2	-2	-2	-6	0	33	1
46. COc1ccc(CCNC(=O)c2cc(-c3ccccc3O)n[nH]2)cc1OC
    -1	7	3	1	-10	-2	-1	-19	6
47. Cc1cc(=O)n2[nH]c(C)c(-c3ccccc3)c2n1
    5	-5	8	-8	-7	1	1	16	-1
48. O=C(Cc1cccc([N+](=O)[O-])c1)Nc1ccc(C(=O)N2CCOCC2)cc1
    1	.	10	2	.	.	.	8	4
49. COc1ccc(N2CCN(C(=O)COC(=O)c3cnccn3)CC2)cc1
    3	6	-1	4	-1	2	4	13	4
50. CCOC(=O)C1CCN(C(=O)c2ccccc2NC(=O)C2=C(C)OCCS2)CC1
    4	-1	8	3	0	8	3	-7	6

Carrying on.
Order of results: pPAFAH inh	LYPLA2 inh	PAFAH1B3 FP inh	PAD4 FP inh	PME-1 inh	GSTO1 counter	LYPLA1 inh	PREPL inhibitor	PAFAH1B2 inh
51. O=C(NCCn1cccn1)C1CCC(=O)N(CC2CCCCC2)C1 (configuration not stated)
    3	2	2	-6	4	2	-1	6	2
52. CSc1c(SCc2ccccc2)cnn(-c2ccccc2)c1=O
    11	6	8	2	0	-2	3	22	3
53. COc1cc(OC)cc(C(=O)NC2CCN(CC(=O)Nc3cccc4ccccc34)CC2)c1
    2	-1	2	-1	10	0	2	4	-1
54. O=C1CN(C(=O)NCC(=O)N[C@H](C(=O)O)c2ccccc2)c2ccccc2N1
    -7	12	2	-8	-5	-13	-1	2	-3
55. CC1CCC(NC(=O)COC(=O)c2ccco2)CC1 (configuration not stated)
    -5	2	0	1	-1	.	-2	-2	6
56. COCCCN=C1NN=C(c2cc(C)n(-c3ccccc3)c2C)CS1
    -2	5	3	-1	0	5	3	0	0
57. CCC(=O)NC(C)C(c1cccs1)N1CCOCC1 (configuration not stated)
    -3	0	9	2	1	7	-4	7	7
58. CCn1c(SC2CCOC2=O)nnc1-c1ccc(Cl)cc1 (configuration not stated)
    6	11	-7	2	-4	7	4	-8	-1
59. COc1ccc(N(C)C(=O)CC2(CC(=O)O)CCCCC2)cc1
    2	2	-4	-5	-1	-11	2	-2	9
60. CCOc1ccc(-n2c(SCC(=O)Nc3nccs3)nc3c(c2=O)SCC3)cc1
    3	-3	3	-1	-5	9	0	3	-1
61. Cc1cccc(OCC(=O)OCC(=O)c2c(N)n(C)c(=O)n(C)c2=O)c1C
    0	2	6	2	-1	4	-1	3	8
62. COc1ccc2nc(N=NC3=C(O)CC(C)(C)CC3=O)sc2c1
    7	15	2	3	11	-28	4	4	2
63. Cc1ccc(N(CC(=O)NCCc2ccccc2)S(=O)(=O)c2c(C)noc2C)cc1
    -5	-5	8	-5	1	3	-1	-19	2
64. O=C(O)/C=C/c1ccc2ccccc2n1
    1	4	10	2	0	4	3	-1	2
65. O=C(Cc1c(C(=O)O)[nH]c2ccccc12)Nc1ccc2c(c1)OCO2
    4	10	-3	0	-7	-10	0	6	-2
66. CN1CCN(S(=O)(=O)c2ccc(NC(=O)c3cccc(S(=O)(=O)N4CCCC4)c3)cc2)CC1
    0	-4	6	-2	2	-7	-2	4	6
67. CCSCCOC(=O)C1=C(C)N(C)C(=O)NC1c1ccc2c(c1)OCO2 (configuration not stated)
    -6	-2	-2	-6	-8	1	3	4	6
68. O=C(NC1CC1)C1CCN(c2ncnc3c2sc2cccc(F)c23)CC1
    0	2	-2	1	1	2	-1	4	4
69. CCOC(=O)CNC(=O)N1CCCC(CNS(=O)(=O)c2cccs2)C1 (configuration not stated)
    -2	4	-3	2	-6	1	-3	-5	3
70. CCOC(=O)N1CCC(N2CCCC(C(=O)c3cc(F)ccc3OC)C2)CC1 (configuration not stated)
    0	6	-7	6	6	0	4	13	2
71. O=C(CNC(=O)c1ccccc1O)N/N=C/c1ccccn1
    -2	0	8	-3	-2	7	-1	-6	-5
72. CCOc1cc(N2CCOCC2)c(OCC)cc1NC(=O)c1[nH]c(C)c(C(C)=O)c1C
    -5	2	6	-4	-2	.	2	-1	3
73. CCOC(=O)c1cnc(N)nc1C(F)(F)F
    1	4	4	4	-2	15	2	20	2
74. COC(=O)c1c(NC(=O)CN2C(=O)NC3(CCCCC3C)C2=O)sc2c1CCC2 (configuration not stated)
    4	6	1	5	4	.	-1	11	-2
75. O=C(CSCc1c(Cl)cccc1Cl)NCc1ccco1
    7	4	-1	-4	5	-5	1	1	3
76. O=P(COCCOCP(=O)(c1ccccc1)c1ccccc1)(c1ccccc1)c1ccccc1
    2	0	2	0	1	4	1	1	-4
77. COC(=O)c1c(-n2cnnn2)sc(C)c1C
    2	0	5	3	2	4	-1	-3	6
78. CCOc1ccccc1NC(=O)C(=O)N/N=C/c1cc(Br)ccc1O
    26*	-4	4	-6	-1	24	-2	11	5
79. O=C(Cn1nnc(-c2ccc(Cl)cc2)n1)NC1CCN(Cc2ccccc2)CC1
    -3	2	0	-3	1	-4	-2	10	0
80. O=C(CCc1nnc(COc2ccccc2)o1)NCc1ccccc1C(F)(F)F
    1	-3	1	-3	-154	11	-1	22	4
81. COc1ccccc1N(CC(=O)NCCSCc1ccccc1Cl)S(C)(=O)=O
    2	9	-2	2	8	0	-2	4	5
82. CCC(Sc1nc(-c2ccccc2)c(C#N)c(=O)[nH]1)C(=O)Nc1nnc(C)s1 (configuration not stated)
    -2	0	6	1	-7	61*	0	11	7
83. O=C(c1ccco1)N(Cc1ccccc1)c1cccc([N+](=O)[O-])c1
    1	-1	-6	-5	-4	5	2	-4	3

Screens from PubChem BioAssay.
